# Screening results as filed in PubChem.
# CaV13 ICDI inh: Disruptors of the CACNA1D IQ motif to Ca2+-dependent inactivation inhibitor domain association, primary screening, Förster resonance energy transfer in intact living …; HEK cells, CFP/YFP FRET ICDI-IQ, plate reader, 10 min; percent FRET-ratio fall versus neutral wells; inhibition, % at 12.3 µM; actives 0.098% (n = 340,000); AID 743397;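 active = mean replicate inhibition of at least 30% and at least 1% of replicates passing that level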;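 note: 0% = median of the neutral control wells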
# MC4R barr agon: MC4R agonists recruiting beta-arrestin, primary screen, cell-based, luminescence, agonist arm of biased-ligand search; U2OS MC4R beta-arrestin complementation; percent of melanotan II response, DMSO zero; activation, % at 8.9 µM; actives 0.98% (n = 360,000); AID 540308, 2011;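 active = activation above a per-plate cutoff, the mean activation of sample wells on that plate plus 3 SD, cut at about 8% in these data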
# N-glyco inh: increase of ERlucT glycosylation luciferase signal, primary screen, N-linked glycosylation inhibitor project, D54 ERlucT cells, luminescence, set 2. D54 ERlucT glycosylation luciferase reporter, 24 h; percent of 100 nM tunicamycin response. reporter increase, % at 12.5 µM. actives 0.23% (n = 360,000). AID 588692, 2011;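 active = mean luciferase reporter signal, scaled so untreated is 0 and the glycosylation-blocking control 100, at or above a set limit in every replicate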;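 note: luciferase carries N-glycosylation sites so blocking glycosylation raises the light; 0% = median of neutral control wells and 100% = median of 100 nM tunicamycin wells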
# Vif imaging: HIV Vif self-association inhibitors, primary screen, imaging, HEK293T, single point. inhibition, % at 7.49 µM. HEK293T cells, Vif self-association by quenched fluorescence, 24 h. AID 602346, 2012. actives 0.35% (n = 340,000); in the data active = inhibition above about 50%, passing the limit was not always enough; note: some results filed as inactive read as strong as hits
# PDI inh: inhibitors of human PDI, primary screen, biochemical, turbidity, single point, plate reader | actives 0.052% (n = 350,000) | PDI insulin aggregation turbidity, A650, 90 min | AID 588391, 2011 | inhibition, % at 10 µM | Protein disulfide-isomerase (Homo sapiens), P07237;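 active = mean inhibition across replicates of 30% or more, whatever share of single replicates reach that level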;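 note: absorbance from insulin aggregation driven by PDI reduction with DTT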
# Target sequence (P07237 whole entry, looked up): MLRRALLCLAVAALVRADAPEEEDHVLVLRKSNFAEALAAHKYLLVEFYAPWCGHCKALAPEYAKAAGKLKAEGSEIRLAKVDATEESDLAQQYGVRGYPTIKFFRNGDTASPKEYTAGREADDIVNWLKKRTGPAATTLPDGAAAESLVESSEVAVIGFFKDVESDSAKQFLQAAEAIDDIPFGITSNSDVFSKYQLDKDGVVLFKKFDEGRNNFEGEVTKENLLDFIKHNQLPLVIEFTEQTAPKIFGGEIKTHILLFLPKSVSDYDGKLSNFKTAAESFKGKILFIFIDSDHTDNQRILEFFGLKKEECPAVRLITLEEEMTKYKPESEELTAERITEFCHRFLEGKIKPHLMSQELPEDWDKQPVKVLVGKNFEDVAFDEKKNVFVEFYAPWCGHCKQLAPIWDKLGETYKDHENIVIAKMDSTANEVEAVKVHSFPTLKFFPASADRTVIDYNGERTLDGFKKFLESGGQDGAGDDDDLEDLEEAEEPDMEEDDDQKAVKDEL
# Cardio protect: cardioprotection against H2O2-induced cell death, primary screen, uHTS, H9c2 cells, ATPLite luminescence; H9c2 cardiomyocytes, H2O2 injury protection, 2 h; protection from H2O2 cell death, % at 20 µM; actives 0.63% (n = 360,000);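 active = compounds giving at least 50% protection of heart cells from peroxide-induced death in the single-dose screen, raw or plate-pattern-corrected value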;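 note: 0% = DMSO wells with peroxide and 100% = DMSO wells without peroxide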
# ABCB6 inh MLPCN: ABCB6 transporter inhibitors, primary screen, K562-ABCB6 cells, flow cytometry, MLPCN library; K562-ABCB6 porphyrin accumulation, 1 h; active compounds read low; fluorescence ratio to DMSO, % at 10 µM; actives 0.19% (n = 360,000); AID 602162, 2011;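 active = fluorescence ratio to DMSO below 75%, the collection mean minus 3 SD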;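 note: signal is porphyrin accumulated inside mitochondria; 100% equals median channel fluorescence of DMSO control wells; lower ratio means ABCB6 inhibition with less porphyrin fluorescence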
# MC4R antag cAMP: MC4R antagonists of cAMP signaling, primary screen, cell-based, TR-FRET, antagonist arm of biased-ligand search; AID 540295, 2011; actives 0.48% (n = 360,000); inhibition, % at 6.5 µM; Melanocortin receptor 4 (Homo sapiens), P32245; MC4R-expressing cells, MTII-stimulated cAMP, LANCE TR-FRET;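 active = inhibition above its plate's cutoff, the mean of tested wells on that plate plus 3 SD, cut at about 29% in these data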;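 note: 0% = Melanotan II alone and 100% = Melanotan II plus saturating MCL0020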
#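 System – human MC4R-expressing U2OS cells · Also added – Melanotan II · Dosing – one concentration, 6.5 µM nominal · Timing – 30-min compound, 1-h challenge, 1-h detection, room temperature · Measured by – Eu-cAMP/anti-cAMP TR-FRET, emission 671 nm · Replicates – singlicate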
# aDG glyco act: activators of alpha-DG glycosylation, primary screen, uHTS, Pro5-aDG cells, AlphaScreen; alpha-DG glycosylation AlphaScreen (IIH6); 0% Pro5, 100% B10-LARGE cell signal; activation, % at 10 µM; actives 0.22% (n = 360,000);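 active = activation of at least 8% versus controls, or a plate z-score of at least 8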;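 note: Pro5 are CHO cells carrying HIG-tagged alpha-DG that lacks glycosylation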
# HTR2A ag: mouse Htr2a agonists via beta-arrestin recruitment, primary screen, cell-based, luminescence. 5-hydroxytryptamine receptor 2A (Mus musculus), P35363. CHO-K1 mHTR2A beta-arrestin complementation; percent of 30 µM serotonin response. activation, % at 7.6 µM. actives 0.66% (n = 360,000). AID 624169, 2012;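 active = activation above a run cutoff, the mean activation of all tested compounds plus 3 SD, cut at about 14% in these data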;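 note: 0% = plate median of compound wells and 100% = 30 µM serotonin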
# Target sequence (P35363 whole entry, looked up): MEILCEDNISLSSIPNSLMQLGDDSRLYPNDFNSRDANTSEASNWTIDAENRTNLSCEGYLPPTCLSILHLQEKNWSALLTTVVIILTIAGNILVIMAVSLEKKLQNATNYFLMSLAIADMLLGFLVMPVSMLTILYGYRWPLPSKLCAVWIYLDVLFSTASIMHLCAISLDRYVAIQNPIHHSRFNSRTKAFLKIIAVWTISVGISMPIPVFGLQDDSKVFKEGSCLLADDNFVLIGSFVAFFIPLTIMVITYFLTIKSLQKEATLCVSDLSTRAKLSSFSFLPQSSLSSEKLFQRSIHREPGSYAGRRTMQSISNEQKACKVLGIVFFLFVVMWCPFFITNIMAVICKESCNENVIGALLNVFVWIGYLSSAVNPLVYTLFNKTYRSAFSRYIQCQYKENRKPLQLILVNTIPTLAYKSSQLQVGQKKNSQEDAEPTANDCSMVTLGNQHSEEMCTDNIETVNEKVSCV
# * marks the source's active call; other numbers are inactive results; x = no result given.
SMILES,CaV13 ICDI inh,MC4R barr agon,N-glyco inh,Vif imaging,PDI inh,Cardio protect,ABCB6 inh MLPCN,MC4R antag cAMP,aDG glyco act,HTR2A ag
CCCCN1C(=O)C(O)=C(C(C)=O)C1c1ccccc1 (stereo unspecified),x,-1.5,1,0,-8,12,91,2,-0.3,-3
COC(=O)CN1C(=O)C(C)(C)Oc2ccc(C(=O)NC3CC3)cc21,-5,0.8,2,-7,-3,6,88,9,-0.3,5
O=C1CS/C(=N\c2ccccn2)N1C1CCCCC1,-6,-1.9,-1,-16,-2,-3,92,12,0.0,-4
O=C1C(C23CC4CC(CC(C4)C2)C3)C(=O)N(c2ccccc2)N1c1ccccc1,-8,-0.4,2,3,3,-6,99,-3,0.2,2
O=C(CCCCCCCC(=O)NCC1CCCO1)NCC1CCCO1 (stereo unspecified),-4,-0.5,-1,-5,-9,3,99,-1,0.0,2
CCOC(=O)C(CCCOc1ccccc1C)C(=O)OCC,x,1.1,-1,-3,-13,-7,107,-4,0.3,-5
O=C(NCc1cccnc1)c1sc2cc(Cl)ccc2c1Cl,-8,-1.9,-1,-4,4,-9,98,-9,0.5,3
CC(NC(=O)COc1ccc(-c2nnco2)cc1)c1ccc(Cl)cc1Cl (stereo unspecified),-5,0.6,-8,3,1,-1,93,-2,0.6,-1
Cc1ccc(S(=O)(=O)N2CC(O)C[C@H]2C(=O)OCC(=O)N2CCN(c3ccc(F)cc3)CC2)cc1C (stereo partly specified),-3,-0.1,0,-29,-4,-8,96,4,0.1,-3
O=C(Nc1nc2nccc(-c3ccccc3)n2n1)c1ccccc1,-3,-1.1,-5,0,-7,3,93,-1,0.0,4
O=C1C=C(Nc2ccc(Cl)cc2Cl)CC(c2ccco2)C1 (stereo unspecified),-2,-1.5,21,-4,-6,-8,97,-6,-0.2,-5
O=C(NNC(=S)Nc1ccc(F)c(Cl)c1)C1CC1,-2,-4.8,0,-12,0,13,93,7,0.0,-1
COc1ccc(C(=O)NC2CCCCC2)cc1OC1CCN(C(C)C)CC1,-6,-2.1,-2,4,-1,3,99,0,0.2,1
Cc1ccc(-n2cc(CN3CCNC(=O)CC3)c(-c3cccc(C)c3)n2)cc1,-6,-1.9,-3,7,2,-5,104,4,-0.6,2
COc1cccc(/C=N/NC(=O)C(C)n2nnc3ccccc32)c1 (stereo unspecified),-3,0.7,1,4,4,-4,94,2,-0.1,3
COC(=O)[C@H](CC(C)C)NCc1cccc(CN[C@@H](CC(C)C)C(=O)OC)c1,-9,0.4,-3,-2,-2,-3,100,-2,0.4,2
CCCCCOc1ccc(Br)cc1/C(C)=N/NC1=NCCN1,-5,6.4,-7,75*,8,-32,85,-23,-0.3,-3
O=C(OCc1ccc([N+](=O)[O-])cc1)c1cc(=O)c2ccccc2o1,-2,-1.6,3,-2,1,6,172,2,-0.2,0
CC(=O)c1cccc(NC(=O)C2=CC(c3cccs3)=NS(=O)(=O)N2C)c1,-13,-4.7,1,-7,10,14,88,4,-0.2,-4
Clc1ccccc1-c1ccc2ncnc(NCc3ccc4c(c3)OCO4)c2c1,-5,0.2,-1,-2,-44,-6,91,-7,0.8,-5
Clc1ccc(OCCCn2ccnc2)c(Br)c1,-7,-3.1,2,2,-1,-8,102,9,1.3,-3
C=CCn1c(N)c(C(=O)OC(C)(C)C)c2nc3ccccc3nc21,x,-1.7,6,5,0,2,105,-4,-0.2,0
Cc1ccc(NC(=O)c2cc(N3CCOCC3)nc3ccccc23)cc1,-7,3.5,-3,0,-13,1,99,-2,0.2,-7
Cc1ccc(S(=O)(=O)Nc2ccc3c(c2)C(=O)N([C@@H](C)CO)C[C@@H](C)[C@@H](CN(C)C(=O)NC2CCCCC2)OCCCC[C@H](C)O3)cc1,x,x,0,0,x,5,102,x,0.1,3
CSCC[C@H](CO)NC(=O)[C@H]1O[C@@H](n2cnc3c(N)ncnc32)[C@H](O)[C@@H]1O,-6,x,0,0,x,-1,99,x,0.0,-2
SMILES,CaV13 ICDI inh,MC4R barr agon,N-glyco inh,Vif imaging,PDI inh,Cardio protect,ABCB6 inh MLPCN,MC4R antag cAMP,aDG glyco act,HTR2A ag
Cc1ccc(C)c(N(CC(=O)NC2CCCCC2)C(=O)CNC(=O)c2ccco2)c1,-3,-0.2,-2,-2,7,3,100,1,-0.1,2
CN(c1ccccc1)S(=O)(=O)c1cccc(NC(=O)Cn2cnc3c2c(=O)n(C)c(=O)n3C)c1,-5,-1.8,1,-8,-4,-6,94,4,0.1,0
O=C(NCC1CCCO1)C1CCN(C2CCN(CCCC3CCCC3)CC2)CC1 (stereo unspecified),-3,2.9,0,1,0,9,90,-6,1.0,-3
CC1(C(=O)O)CCC(C(=O)Nc2ccc(S(N)(=O)=O)cc2)C1(C)C (stereo unspecified),-5,-0.3,0,2,-5,4,107,1,0.0,0
O=C(NCCc1ccccn1)C(F)(F)C(F)(F)C(F)(F)C(F)(F)C(F)(F)C(F)F,-5,-0.2,1,-18,1,-2,100,3,-0.3,3
CCOC(=O)CC1=C(C(=O)OCC)C(c2ccncc2)C(C#N)=C(N)O1 (stereo unspecified),x,0.1,2,-18,2,-10,97,7,-0.1,-7
Cc1ccc(N2CC(C(=O)Nc3c(C)n(C)n(-c4ccccc4)c3=O)CC2=O)cc1 (stereo unspecified),-7,0.6,0,0,8,1,107,-1,-0.1,3
CCN(C(=O)C(=O)c1c[nH]c2ccccc12)c1ccccc1,-3,1.6,2,2,4,-1,108,-3,0.1,5
Cc1ccc(NC(=S)NCC(C)C)cc1,-20,0.7,1,8,2,-2,95,8,-0.2,4
NS(=O)(=O)Oc1ccccc1,-8,-0.8,1,23,-9,1,94,-6,-0.1,-1
COc1cc(NC(=O)Cn2c(=O)n(CC3CCCO3)c(=O)c3ccccc32)cc(OC)c1 (stereo unspecified),3,-0.2,-2,-1,1,5,98,6,-0.1,0
CCOC(=O)c1c(C)[nH]c(C(=O)COC(=O)/C=C/c2ccc(OCC#N)c(OC)c2)c1C,4,0.3,1,-6,-2,9,97,7,0.0,0
COc1ccc(Cl)cc1C(=O)NCC(C)C,-5,-2.5,1,44,6,-4,99,-2,-0.2,3
COc1ccccc1CN(C)C(=O)c1cc(-c2cc(OC)c(OC)c(OC)c2)nc2ccccc12,-6,-1.4,-9,5,10,50*,86,-4,-0.3,3
O=C(c1ccc(S(=O)(=O)N2CCCCC2)cc1)N1CCCc2ccccc21,-5,-1.2,0,8,4,4,95,3,0.1,4
CN(c1ccc(C(=O)Nc2ccc(F)cc2F)cc1)S(=O)(=O)c1ccccc1,x,0.4,-2,3,5,-2,91,5,-0.4,1
C[C@@]12CCC3[C@@](CCC4[C@@]3(C)CCC[C@@]4(C)C(=O)N3CCCCC3)(CC1=O)C2 (stereo partly specified),-11,-0.3,-3,-5,11,-2,95,0,0.5,14*
CS(=O)(=O)c1ccc(-c2sc3ccccc3c2C(=O)N2CCN(c3ccc(F)cc3)CC2)cc1,-4,1.3,-6,-2,1,-12,99,0,0.4,-13
CCN1C(=O)c2ccccc2Sc2ccc(C(=O)NCCCN3CCOCC3)cc21,-2,-1.0,-1,0,4,4,98,-1,-0.3,-3
CC(/C=C/c1ccccc1)=N\Nc1nc(-c2ccccc2)cs1,-7,-1.6,-1,5,-2,-13,96,-3,-0.2,1
CCOc1ccc(C(=O)NCCc2ccccc2)cc1,-9,-0.5,-18,x,-7,-18,94,1,-0.2,-1
O=C(O)c1ccccc1-c1nc(-c2ccccc2)c(-c2ccccc2)[nH]1,-5,-1.2,0,-2,-7,9,101,15,0.1,1
CCOC(=O)c1ccc(CC(=O)c2oc3cc(O)ccc3c2C)o1,-10,1.0,0,x,13,6,93,13,-0.2,6
COc1ccc(CNC(=O)C2CCN(S(=O)(=O)c3cccc4cccnc34)CC2)cc1,18,-1.0,1,7,-3,4,101,-1,0.0,-4
CCN(CC(=O)Nc1c(F)cccc1F)C(=O)/C=C/c1ccc(S(=O)(=O)N2CCCCCC2)cc1,-14,-1.6,-11,-14,-10,-12,95,2,0.1,-1

# A different layout for part of the listing above:
Compound	CaV13 ICDI inh	MC4R barr agon	N-glyco inh	Vif imaging	PDI inh	Cardio protect	ABCB6 inh MLPCN	MC4R antag cAMP	aDG glyco act	HTR2A ag
CCOC(=O)c1c(C)[nH]c(C(=O)COC(=O)/C=C/c2ccc(OCC#N)c(OC)c2)c1C	4	0.3	1	-6	-2	9	97	7	0.0	0
COc1ccc(Cl)cc1C(=O)NCC(C)C	-5	-2.5	1	44	6	-4	99	-2	-0.2	3

# New compounds follow
SMILES,CaV13 ICDI inh,MC4R barr agon,N-glyco inh,Vif imaging,PDI inh,Cardio protect,ABCB6 inh MLPCN,MC4R antag cAMP,aDG glyco act,HTR2A ag
COc1ccc(S(=O)(=O)NCC(=O)O)cc1C(=O)NC1CCCCC1,-5,-3.0,2,0,-3,4,100,18,-0.1,-2
O=C(NCc1ccccc1Cl)NC(=O)c1ccccc1,-7,3.9,1,-2,11,3,102,-3,0.0,-1
CCn1c(=O)cc(C(=O)OC)sc1=Nc1ccc(F)c(F)c1,-6,2.1,22,-2,x,-8,95,7,0.0,1
CCCOc1ccc(-c2c(=O)n(OCc3ccc([N+](=O)[O-])cc3)c3ccccc3[n+]2[O-])cc1,-5,1.5,4,8,-5,0,98,0,-0.5,0
CCn1cc(C2C3=C(CC(C)(C)CC3=O)N(c3ccc(C)cc3)C3=C2C(=O)CC(C)(C)C3)c(C)n1,-2,-0.1,0,-4,-12,14,97,-3,0.0,4
CC(C)C1COC(c2cccc3ccccc23)=N1 (stereo unspecified),-3,-1.8,-7,0,-3,-10,100,0,0.0,-5
Cc1ccc(S(=O)(=O)N2C=CC(C(F)(F)F)=NCC2)cc1,-4,0.6,2,-9,-3,-2,98,-2,-0.1,9
O=S(=O)(NCc1ccncc1)c1ccc(F)c(F)c1,-6,1.4,0,-31,-6,-22,100,13,1.7,2
CC(C)n1ncc(N2CCOCC2)c(Cl)c1=O,-4,0.7,1,-7,-3,4,100,-5,-0.1,-1
CCCCS(=O)CC(COCc1ccccc1)OC(=O)CSc1nc(C)cc(C)n1 (stereo unspecified),-5,2.9,2,-2,-1,16,106,16,0.1,2
COc1ccc(-c2cccc(C(=O)N3CCOCC3)c2)cc1,-6,-1.1,0,-4,-13,4,99,-5,0.1,-2
CS(=O)(=O)N(CC(=O)Nc1cccc(Cl)c1Cl)c1ccccc1,-5,0.9,-2,1,-3,7,98,-4,-0.3,3
O=C(Nc1nnc(-c2ccc(Cl)cc2)o1)Nc1ccccc1F,3,-0.6,0,-2,-3,5,98,0,0.0,0
